ALDH1A1 block: inhibitors of human aldehyde dehydrogenase 1A1; P00352; Purified ALDH1A1, NADH fluorescence, propionaldehyde substrate; Potency, µM (series often up to 75.3 µM), for inactives: top-dose activity, negative = inhibition, usual class: inhibitors; 220,000 tested, 7.3% active; AID 1030; active = well fitted inhibition curve with a large enough effect, not every such curve was filed as active; inconclusive = small, poorly fitted or top-dose-only effect, or another doubt; inactive = no such curve, though single readings can be large or run the other way;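 also: plate controls were no enzyme wells and a reference inhibitor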
Target sequence (P00352 whole entry, looked up): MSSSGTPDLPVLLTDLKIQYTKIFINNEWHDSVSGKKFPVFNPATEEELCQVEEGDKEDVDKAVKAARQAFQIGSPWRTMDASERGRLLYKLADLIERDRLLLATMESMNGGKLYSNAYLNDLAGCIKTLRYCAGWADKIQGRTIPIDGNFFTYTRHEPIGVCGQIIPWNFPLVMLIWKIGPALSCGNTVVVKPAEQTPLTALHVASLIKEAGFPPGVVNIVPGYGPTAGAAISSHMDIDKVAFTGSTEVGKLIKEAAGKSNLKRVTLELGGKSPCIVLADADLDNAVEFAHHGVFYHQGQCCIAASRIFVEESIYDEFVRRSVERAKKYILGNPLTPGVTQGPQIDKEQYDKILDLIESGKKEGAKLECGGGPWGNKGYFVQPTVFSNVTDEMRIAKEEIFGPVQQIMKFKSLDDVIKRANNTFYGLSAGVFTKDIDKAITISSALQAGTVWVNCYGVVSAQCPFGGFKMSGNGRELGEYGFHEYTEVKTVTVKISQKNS
Tau FP inhib: inhibitors of human tau fibril formation; Potency, µM (highest dose often 57.7 µM), for inactives: top-dose activity, negative = inhibition, hits mostly inhibitors; K18 P301L tau heparin fibrillization, Alexa594 FP, 6 h; AID 1468; P10636; 280,000 tested, 0.39% active; also: nearly all actives have a fitted effect of over 55% in size
Target sequence (P10636 561-689 P618L limits assumed): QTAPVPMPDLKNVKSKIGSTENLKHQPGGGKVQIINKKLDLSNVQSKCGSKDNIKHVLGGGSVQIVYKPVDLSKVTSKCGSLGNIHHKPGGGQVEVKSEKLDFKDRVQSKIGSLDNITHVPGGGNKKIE
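Recombinant K18 P301L […], labeled with Alexa 594 at 0.24 uM over 15 uM unlabeled; heparin inducer 20 uM final; 37 C, 6 hr; FP endpoint.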
TexasRed fluor: alters Texas Red total fluorescence, flagging assay interference; TRb/SRC2 Texas Red total fluorescence interference; Potency, µM (top dose mostly 106 µM), without a hit: at the top dose fluorescence change, negative = quenching; 280,000 tested, 0.29% active; active = well fitted curve in either direction with a large enough effect; inconclusive = small, poorly fitted or top-dose-only effect
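Human TRβ ligand-binding domain (0.6 uM) and Texas Red SRC2 peptide (20 nM) in Tris buffer with 1 uM T3 and 5% DMSO were incubated with pinned compound for 5 hr at ambient temperature. Total fluorescence was computed as S + 2P (555/632 nm).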
TRb SRC2 PPI: disrupts binding of human TR beta to SRC2. TRbeta-SRC2 peptide binding, fluorescence polarization; receptor liganded with 1 µM T3. P10828. Potency, µM (titrated, usually from 106 µM), inactives show top-dose activity change, negative = inhibition, most hits filed as inhibitors. 280,000 tested, 0.065% active;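 also: plate controls were bound peptide for no effect and peptide without receptor for full effect; nearly all actives have a fitted effect of over 50% in size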
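TRb LBD 0.6 uM + Texas Red SRC2 peptide 20 nM, 1 uM T3, Tris buffer w/ 5% DMSO; compound pinned, 5 h RT; FP read ex 555/em 632; normalized to unbound and bound controls.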
Tau ThT inhib: inhibitors of human tau fibril formation, thioflavin T binding; P10636; recombinant tau K18 P301L, heparin-induced fibrillization, ThT fluorescence; Potency, µM (titrated, usually from 57.4 µM), for the others: at the top dose activity, negative = inhibition, hits mostly inhibitors; 270,000 tested, 2.1% active; AID 1460; also: nearly all actives have a fitted effect of over 55% in size
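Aggregation was driven by heparin (20 uM final) acting on recombinant tau […] bearing P301L in 100 mM sodium acetate pH 7; fibrils were detected with Thioflavin T.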
Tau fluor cs: counter-screen for tau fibril formation inhibitors; tau K18 P301L (four-repeat tau fragment) Alexa594 fluorescence, heparin fibrillization; Potency, µM (highest dose often 57.7 µM), for the others: at the highest dose activity change, negative = decrease; 280,000 tested, 0.93% active; AID 1463; also: nearly all actives have a fitted effect of over 55% in size
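Human K18 P301L tau (15 uM unlabeled plus 0.24 uM Alexa 594-labeled, final) in 100 mM sodium acetate pH 7 was mixed with compound and 20 uM heparin and incubated 6 hr at 37 C.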
GLA spleen mod: inhibitors or activators of human alpha-galactosidase in spleen homogenate; human spleen homogenate, 4MU-alpha-Gal fluorescence, 40 min; AID 2107; Potency, µM (highest dose often 80 µM), for inactives: top-dose activity change, negative = inhibition, actives largely listed as inhibitors; 240,000 tested, 0.008% active;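 also: 0% = enzyme with vehicle and -100% = no enzyme basal signal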
Target sequence (P06280 32-429 limits assumed): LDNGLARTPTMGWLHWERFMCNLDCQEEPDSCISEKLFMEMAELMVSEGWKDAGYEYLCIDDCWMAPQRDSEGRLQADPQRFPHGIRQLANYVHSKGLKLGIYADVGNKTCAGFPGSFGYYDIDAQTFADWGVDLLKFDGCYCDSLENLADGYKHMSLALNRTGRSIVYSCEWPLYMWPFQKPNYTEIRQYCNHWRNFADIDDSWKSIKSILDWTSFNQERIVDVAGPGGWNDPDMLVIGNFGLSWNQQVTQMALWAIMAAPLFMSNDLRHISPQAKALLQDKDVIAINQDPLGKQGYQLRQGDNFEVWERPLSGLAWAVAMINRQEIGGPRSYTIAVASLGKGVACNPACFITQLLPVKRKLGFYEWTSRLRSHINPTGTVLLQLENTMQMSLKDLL
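qHTS titration in buffer at pH 5.0. Alpha-galactosidase activity in spleen homogenate was measured via 4-methylumbelliferone release from 1 mM fluorogenic substrate after 40 min at 37C and a pH 10 stop. AC50 came from Hill fits of control-normalized data.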
L3MBTL1 block: L3MBTL1 (human) inhibition; AlphaScreen L3MBTL1–H3K9me1 peptide binding; Q9Y468; 230,000 tested, 0.66% active; Potency, µM (doses to about 57.1 µM), for inactives: top-dose activity, negative = inhibition, usual class: inhibitors; also: nearly all actives have a fitted effect of over 60% in size
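Read-out is AlphaScreen signal from streptavidin donor and nickel chelate acceptor beads (10 ug/mL final each) bridging L3MBTL1 (50 nM) and biotinylated K9-monomethylated H3(1-15) peptide (75 nM), after 30 min compound exposure at room temperature.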
The depositor's hits bear a star; u = inconclusive; x = not tested or not shown; & = joins results of further samples; [ ] = remark or other dose. Unless noted, calls follow the shape of the dose curve; as a rule, active = well fitted curve in the direction sought with a large enough effect; inconclusive = small, poorly fitted or top-dose-only effect, or another doubt; inactive = no such curve, though single readings can be large; an effect the other way counts as inactive or inconclusive. Unless noted, % is scaled to controls: 0 for no effect and ±100 for the full control effect; potency is read from the fitted curve at half-maximal effect. Not a hit list (roughly 8.5% active in at least one column).

Sample of the layout, 13 compounds:
SMILES,ALDH1A1 block,Tau FP inhib,TexasRed fluor,TRb SRC2 PPI,Tau ThT inhib,Tau fluor cs,GLA spleen mod,L3MBTL1 block
Cc1ccccc1COC(=O)c1nn(-c2ccccc2)nc1N,u,u,-2%&6%,4%&7%,-14%&-19%,u,10%,x
CCc1ccc2oc(C(=O)Nc3cc(Cl)ccc3OC)cc(=O)c2c1,x,-1%,-18%,2%,3%,1%,x,x
O=C1CCCc2nn(-c3ccccc3)c(-c3ccncc3)c21,u,-2%,1%,11%,2%,-5%,-2%,2%
O=C(Cn1c(=O)sc2ccccc21)Nc1nc2c(s1)CCCC2,u,-2%,-1%,1%,6%,1%,-3%,-9%
c1ccc(CCNc2nc(-c3ccncc3)cs2)cc1,3%,2%,-5%,6%,-15%,-16%,6%,-13%
COc1ccc(/C(O)=C2\C(=O)C(=O)N(c3cc(C)on3)C2c2ccccc2OC)cc1 (stereo not given),22µM*,-5%,-4%,-7%,-15%,-7%,-2%,-16%[11.4 µM]
CCOc1cc(/C=C(\C#N)c2[nH]nc(N)c2C#N)ccc1O,u,-3%,-14%,7%,14µM*,u,3%,x
CS(=O)(=O)NN1C(=O)c2ccccc2NC1c1c[nH]c2ccccc12 (stereo not given),u,0%,-3%,-4%,0%,-2%,0%,7%
CCCCOc1cccc(C(=O)N(Cc2ccco2)C2CCS(=O)(=O)C2)c1 (stereo not given),21%,3%,-2%,-2%,-8%,-5%,-4%,2%
O=C(NC1CCCCC1)N(Cc1ccc(F)cc1)Cc1nc2ccccc2c(=O)[nH]1,5%,-3%,-7%,5%,-4%,-5%,6%,4%
CC(=O)N1CCC(=NNC(=O)c2cccs2)CC1,-16%,7%,-2%,-3%,-14%,2%,-5%,10%
COC(=O)c1ccc(C2NC(=S)N(c3ccccc3)C(C)=C2C(=O)Nc2ccccc2OC)cc1 (stereo not given),u,13%,3%,7%,-16%,-20%,11%,x
COc1cccc(Cn2cccc(NC(=O)Nc3ccc(C#N)cc3)c2=O)c1,u,u,1%,-1%,-14%,u,3%,-1%

Results (from the top)
SMILES,ALDH1A1 block,Tau FP inhib,TexasRed fluor,TRb SRC2 PPI,Tau ThT inhib,Tau fluor cs,GLA spleen mod,L3MBTL1 block
Cc1ccccc1COC(=O)c1nn(-c2ccccc2)nc1N,u,u,-2%&6%,4%&7%,-14%&-19%,u,10%,x
CCc1ccc2oc(C(=O)Nc3cc(Cl)ccc3OC)cc(=O)c2c1,x,-1%,-18%,2%,3%,1%,x,x
O=C1CCCc2nn(-c3ccccc3)c(-c3ccncc3)c21,u,-2%,1%,11%,2%,-5%,-2%,2%
O=C(Cn1c(=O)sc2ccccc21)Nc1nc2c(s1)CCCC2,u,-2%,-1%,1%,6%,1%,-3%,-9%
c1ccc(CCNc2nc(-c3ccncc3)cs2)cc1,3%,2%,-5%,6%,-15%,-16%,6%,-13%
COc1ccc(/C(O)=C2\C(=O)C(=O)N(c3cc(C)on3)C2c2ccccc2OC)cc1 (stereo not given),22µM*,-5%,-4%,-7%,-15%,-7%,-2%,-16%[11.4 µM]
CCOc1cc(/C=C(\C#N)c2[nH]nc(N)c2C#N)ccc1O,u,-3%,-14%,7%,14µM*,u,3%,x
CS(=O)(=O)NN1C(=O)c2ccccc2NC1c1c[nH]c2ccccc12 (stereo not given),u,0%,-3%,-4%,0%,-2%,0%,7%
CCCCOc1cccc(C(=O)N(Cc2ccco2)C2CCS(=O)(=O)C2)c1 (stereo not given),21%,3%,-2%,-2%,-8%,-5%,-4%,2%
O=C(NC1CCCCC1)N(Cc1ccc(F)cc1)Cc1nc2ccccc2c(=O)[nH]1,5%,-3%,-7%,5%,-4%,-5%,6%,4%
CC(=O)N1CCC(=NNC(=O)c2cccs2)CC1,-16%,7%,-2%,-3%,-14%,2%,-5%,10%
COC(=O)c1ccc(C2NC(=S)N(c3ccccc3)C(C)=C2C(=O)Nc2ccccc2OC)cc1 (stereo not given),u,13%,3%,7%,-16%,-20%,11%,x
COc1cccc(Cn2cccc(NC(=O)Nc3ccc(C#N)cc3)c2=O)c1,u,u,1%,-1%,-14%,u,3%,-1%
O=C(/C=C/c1ccc([N+](=O)[O-])cc1)N1CCN(c2ccccc2F)CC1,22%,10%,-2%,0%,-3%,5%,-2%,-10%
CCCn1c(NC(=O)c2ccc(Cl)c(S(=O)(=O)N3CCCC3)c2)nc2ccccc21,u,-6%,-4%,2%,-8%,-28%,4%,-1%
O=C(NCc1ccco1)/C(=C/c1ccco1)NC(=O)c1ccco1,u,-9%,-1%,4%,u,-11%,-1%,x
C[n+]1cnn2c1SCC1(COC1)C2,-5%,9%,-3%,-16%,-13%,6%,-4%,4%
COCCn1c(SCC(=O)NCc2ccc3c(c2)OCO3)nnc1-c1c[nH]c2ccccc12,5%,-5%,-4%,-2%,-13%,-11%,1%,x
COc1ccccc1OCCCCn1c(-c2ccc(Cl)cc2)nc2ccccc2c1=O,x,-6%,0%,6%,1%,-9%,x,x
COc1ccccc1CNC(=O)CSC1=Nc2ccccc2N=C(c2ccc(F)cc2)C1,x,1%,-11%,1%,-7%,-4%,x,x
CCOc1ccc(S(=O)(=O)N2CCN(C(=O)c3cccn3C)CC2)cc1,2%,0%,-2%,2%,10%,15%,4%,-1%[11.4 µM]
COC(/C=C/Nc1ccc(C)cc1)=C(C#N)C#N,7%,2%,0%,-6%,-8%,-1%,4%,-2%
O=C(CCNS(=O)(=O)c1cccs1)N1CCCCCC1,10%,0%,-1%,-12%,-2%,6%,-11%,-2%
CCN(CC)C(=O)CCSc1nnc(-c2ccncc2)o1,-5%,3%,-7%,1%,-12%,-10%,7%,3%
CCc1ccccc1N1C(=O)CC(N2CCc3ccccc32)C1=O (stereo not given),4%,4%,0%,1%,2%,-4%,3%,-5%
CCCCOC(=O)Nc1cccc(Cl)c1C,1%,1%,-1%,7%,-5%,-13%,7%,x
COc1ccc2sc(N(Cc3cccnc3)C(=O)c3ccco3)nc2c1,x,-8%,-1%,0%,-9%,-22%,x,x
Cc1nc(NCc2ccccc2)c2nc(-c3ccccc3)n(C(C)CN(C)C)c2n1 (stereo not given),u,2%,-4%,2%,-1%,-4%,0%,x
O=C(CCN1C(=O)c2ccccc2S1(=O)=O)N1CCN(c2ccccc2)CC1,u,-4%,1%,-6%,u,-26%,14%,-1%
O=C1C=CC2=C3c4cc(O)c(O)cc4C[C@]3(O)COC2=C1,5%,u,9%,-7%,16µM*,u,-5%,x
CC(C)(C)C1CCC(C(=O)Nc2ccccc2)CC1 (stereo not given),9%,5%,-1%,-19%,-8%,-16%,u,x
O=C(c1ccco1)N1CCN(c2nnc(-c3ccccc3)c3ccccc23)CC1,25µM*,11%,1%,1%,-14%,0%,3%,x
COC(=O)c1c(C)[nH]c(C(=O)OCC(=O)NCC(C)C)c1C,14%,4%,-1%,-3%,-7%,-11%,1%,x
COc1ccc2[nH]cc(C(=O)CN3CCCCC3C)c2c1 (stereo not given),8%,-3%,-2%,6%,-11%,-14%,-9%,-1%
COc1ccc(-c2nc3c(c4c2C[C@H](c2ccccc2)OC4)CN(S(=O)(=O)c2ccc(Cl)c4nonc24)CC3)c(C)c1,u,2%[11.6 µM],-4%[11.2 µM],-3%[11.2 µM],-13%[11.5 µM],-7%[11.6 µM],0%[17.5 µM],x
COC(=O)c1cc(Br)c(=O)n(CCN2CCOCC2)c1,2%,10%,-1%,-4%,-5%,2%,-3%,10%
O=CN1CCN(C(=O)c2ccccc2F)CC1,-3%,-3%,-2%,-5%,-3%,-6%,4%,-6%
CCOC(=O)c1ccc(Nc2c(-c3ccc(O)c(OC)c3)nc3nc[nH]n23)cc1,x,8%,-3%,-1%,-14%,-12%,x,x
CC(CCc1ccccc1)NC(=O)c1cccs1 (stereo not given),1%,-3%,-2%,-12%,-7%,-3%,1%,0%
Cc1ccc2nc(C)c(C(=O)NN=C3CCCCCC3)n2c1,7.9µM*,2%,1%,-4%,-7%,-11%,7%,2%
Cc1nn(CCCC(=O)Nc2cccc(C(F)(F)F)c2)c(=O)c2nn(-c3ccccc3)c(C)c12,x,-15%,1%,-6%,3%,-10%,x,x
O=C(Cc1ccc(F)cc1)OCC(=O)c1cc2ccccc2o1,u,-7%,-5%,1%,-12%,-17%,-16%,9%
Cc1ccc(CNC(=O)c2ccc3c(c2)N(Cc2cccc(Cl)c2)C(=O)CS3)cc1,x,-10%,-2%,4%,2%,-20%,x,x
COc1ccccc1N1CCN(Cc2ccc(O)c3ncccc23)CC1,-7%,1%,-3%,2%,u,-24%,4%,x
O=C(NCCCn1ccnc1)c1cc2c(ccc3ccccc32)o1,u,0%,-7%,-4%,10%,3%,5%,2%
C=Cc1ccc(Cn2c(C(=O)OC)cc3sc(C)cc32)cc1,x,-5%,4%,-1%,-3%,-17%,x,x
N#Cc1cc2[nH]c3ccccc3c2[n+](-c2ccc([N+](=O)[O-])cc2)c1N,-10%,8%,-2%,-5%,-12%,-14%,4%,x
Cc1ccc2c(c1)N=C(c1ccc(F)cc1)CO2,-14%,-4%,2%,-12%,u,-22%,-10%,12%
O=C(CCNS(=O)(=O)c1ccc(Cl)cc1)N1CCN(Cc2ccccc2)CC1,7%,4%,6%,5%,-5%,-10%,4%,-9%
CCn1c(SCC(=O)Nc2ccc(C)cc2)nnc1-c1ccccn1,x,-7%,-2%,1%,-11%,-7%,12%,-29%
O=C(NCc1nc2ccccc2[nH]1)c1cccc(S(=O)(=O)N2CCCC2)c1,6%,-4%,-2%,-14%,-6%,-10%,6%,x
O=C(Nc1nc(-c2ccccc2)cs1)c1ccc2c(c1)S(=O)(=O)c1ccccc1C2=O,7%,6%,-1%,2%,3%,0%,0%,-6%
